Compound activity from PubChem.
CAL PDZ FP-1 – inhibitors of human CAL PDZ peptide binding; purified CAL PDZ, TMR-peptide fluorescence polarization, 1 h; inhibition, % at 24.9 µM; actives 0.92% (n = 300,000); AID 602252;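 active = mean inhibition of at least 30% with at least half of replicates also reaching 30%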;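 note: 0% = DMSO neutral control and 100% = excess unlabeled competitor peptide PRC23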
Cardiac RTF inh – cardiac RTF calcium desensitization; P19429+P45379; IANBD-labeled cardiac RTF, Ca2+ fluorescence; inhibition, % at 7.15 µM; actives 0.12% (n = 340,000);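 active = inhibition above the mean inhibition of all tested compounds plus 3 SD, cut at about 17% in these data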;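 note: assay run at fixed EC70 calcium of 1.6 mM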
CAL PDZ FP-2 – human CAL PDZ-peptide interaction inhibition; inhibition, % at 20 µM; AID 504414; actives 0.02% (n = 330,000); purified CAL PDZ, TMR-peptide fluorescence polarization, 1 h; Q9HD26;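 active = highest replicate inhibition of at least 40%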;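 note: plate controls were DMSO neutral control wells for no effect and unlabeled competitor peptide control wells for full effect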
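Read-out basis: mP drop reported as inhibition | Assay system: Tagged CAL PDZ protein CerCALP, purified | Benchmarks: Unlabelled peptide for full inhibition, DMSO wells as neutral | Schedule: 1 h incubation at room temperature before polarization reading | Buffer or medium: Sodium phosphate/NaCl buffer pH 7.4 with TCEP, IgG, Thesit | Doses: Single point, 20 µM | Measured by: Fluorescence polarization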
Pemphigus Ab inh – blocks pemphigus antibody binding to human desmoglein-3. P32926. DSG3-coupled beads, scFv-anti-DSG3-GFP binding, flow cytometry; stronger effect = lower value. binding (percent of control), % at 10 µM. actives 0.48% (n = 310,000);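 active = binding more than 3 SD below its plate's average and above zero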;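 note: hits lower antibody fragment binding to DSG3; some compounds called inactive have numbers as strong as hits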
Keap1-Nrf2 PPI – Keap1-Nrf2 (human) interaction inhibition | Keap1 Kelch-Nrf2 peptide fluorescence polarization, 1536-well | actives 0.15% (n = 340,000) | AID 504523 | inhibition, % at 9.4 µM; in the data active = inhibition above about 12%;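 note: human Keap1 Kelch domain with fluorescein labeled Nrf2 9mer peptide probe; 0% = neutral control wells and 100% = peptide positive control; higher means more block of Keap1 binding to Nrf2 peptide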
C-LANA FP – KSHV C-LANA DNA binding inhibition; MBP-C-LANA/FAM-LBS DNA binding, fluorescence polarization; inhibition, % at 9 µM; actives 0.078% (n = 340,000); AID 504423;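 active = highest replicate inhibition at or above 60% at 9 µM, even if other replicates fall short; inactive = all replicates below 60% inhibition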;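 note: 0% = neutral control wells and 100% = 4 µM acridine orange control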
Arrestin-AP2 inh – human beta-arrestin and AP2 interaction inhibition; AID 504490; actives 0.31% (n = 340,000); inhibition, % at 10 µM; FITC-arrestin peptide / GST-AP2 beads, flow cytometry; AP2 beta2 appendage carries R879A mutation;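 active = inhibition above a set limit, near 3 SD of compounds lacking own fluorescence, cut at about 54% in these data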;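 note: plate controls were DMSO wells for no effect and 5 µM unlabelled arrestin peptide for full effect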
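System: GST-tagged AP2 beta2-adaptin appendage (R879A) on 4 µm glutathione beads / Reagent: FITC-arrestin peptide, 50 nM / Detection: HyperCyt-sampled flow cytometry, FL1 channel, ex 488/em 535 nm / Timing: 12 min plus 1 h, RT / Buffer or medium: PBS plus Tween 20 (0.05%) and BSA (0.1%)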
V-ATPase pHluor – regulators of yeast V-ATPase proton transport | S. cerevisiae, pHLuorin cytosolic pH fluorescence | AID 504577 | actives 0.37% (n = 350,000) | response, % at 10 µM; in the data active = response mostly above about 7.3%, no sharp cut-off; inactive = mostly below about 5.4%; note: actives read high; inactives centre near 0; some compounds called inactive have numbers as strong as hits
NSD2 inh – NSD2 (human) methyltransferase inhibition. AID 743445. actives 0.54% (n = 310,000). NSD2 peptide methylation, AlphaScreen, 120 min. O96028. inhibition, % at 12.5 µM; in the data active = inhibition above about 50%
Target sequence (O96028 whole entry, looked up): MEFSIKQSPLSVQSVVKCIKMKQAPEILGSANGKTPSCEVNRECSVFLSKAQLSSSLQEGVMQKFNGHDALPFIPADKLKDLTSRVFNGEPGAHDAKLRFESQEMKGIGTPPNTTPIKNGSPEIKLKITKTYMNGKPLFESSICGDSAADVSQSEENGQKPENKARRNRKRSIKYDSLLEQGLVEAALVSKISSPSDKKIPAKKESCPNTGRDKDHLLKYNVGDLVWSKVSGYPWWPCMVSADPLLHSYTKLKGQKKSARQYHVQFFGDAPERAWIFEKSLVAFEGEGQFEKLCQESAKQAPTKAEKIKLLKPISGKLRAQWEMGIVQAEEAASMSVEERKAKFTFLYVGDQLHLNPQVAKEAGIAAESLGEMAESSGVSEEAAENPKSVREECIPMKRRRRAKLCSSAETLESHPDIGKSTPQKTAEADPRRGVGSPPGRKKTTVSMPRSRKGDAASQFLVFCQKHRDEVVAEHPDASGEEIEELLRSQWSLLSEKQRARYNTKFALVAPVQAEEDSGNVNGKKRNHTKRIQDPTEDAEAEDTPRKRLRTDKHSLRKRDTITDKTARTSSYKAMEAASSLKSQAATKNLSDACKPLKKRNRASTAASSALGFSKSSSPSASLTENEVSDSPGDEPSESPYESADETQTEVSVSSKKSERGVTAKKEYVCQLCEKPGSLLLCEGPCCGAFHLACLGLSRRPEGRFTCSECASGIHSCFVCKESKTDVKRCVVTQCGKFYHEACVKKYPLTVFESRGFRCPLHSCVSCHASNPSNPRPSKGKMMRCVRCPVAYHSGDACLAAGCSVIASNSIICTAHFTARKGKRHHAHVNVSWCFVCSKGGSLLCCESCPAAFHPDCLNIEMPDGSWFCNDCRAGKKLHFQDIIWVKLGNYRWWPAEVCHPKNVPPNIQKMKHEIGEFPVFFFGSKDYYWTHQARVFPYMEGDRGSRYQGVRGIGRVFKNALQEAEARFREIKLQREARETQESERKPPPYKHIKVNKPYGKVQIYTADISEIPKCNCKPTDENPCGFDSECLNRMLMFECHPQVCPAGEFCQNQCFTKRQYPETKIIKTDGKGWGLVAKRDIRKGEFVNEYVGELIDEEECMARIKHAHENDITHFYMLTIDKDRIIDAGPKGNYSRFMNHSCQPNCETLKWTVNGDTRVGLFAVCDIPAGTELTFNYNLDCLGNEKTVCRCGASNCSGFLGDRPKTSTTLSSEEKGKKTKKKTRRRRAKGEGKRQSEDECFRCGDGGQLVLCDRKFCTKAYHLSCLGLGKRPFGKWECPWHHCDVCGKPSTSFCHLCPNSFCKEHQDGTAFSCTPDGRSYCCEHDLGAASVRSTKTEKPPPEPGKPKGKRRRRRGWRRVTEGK
DAGLB inh – blocks human DAGLB lipase activity; Q8NCG7; HEK293T DAGLB membrane lysate, EnzChek fluorogenic substrate; inhibition, % at 5.17 µM; actives 0.059% (n = 340,000); AID 504411; in the data active = inhibition above about 34%;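 note: 0% = enzyme with vehicle and 100% = wells lacking enzyme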
Numbers without * were called inactive; · = no result given.

Key to letters: A = CAL PDZ FP-1; B = Cardiac RTF inh; C = CAL PDZ FP-2; D = Pemphigus Ab inh; E = Keap1-Nrf2 PPI; F = C-LANA FP; G = Arrestin-AP2 inh; H = V-ATPase pHluor; I = NSD2 inh; J = DAGLB inh
COc1ccc(CN2CCNC(=O)C2CC(=O)N2CCCO2)c(OC)c1 (stereo not given)
  A: 3; B: -23; C: -1.1; D: 97; E: -4; F: 1.8; G: -3; H: -2; I: 1; J: -2
Cc1ccc(NC(=O)/C=C/C(=O)O)c(NC(=O)c2ccccc2)c1
  A: ·; B: 2; C: -0.6; D: 100; E: -3; F: 2.5; G: 40; H: -3; I: -2; J: -2
COc1cc2c(cc1OC)-c1cc(NC3CCCCCC3)nc(=O)n1CC2
  A: -2; B: 1; C: -3.6; D: 102; E: 0; F: -1.2; G: 17; H: -6; I: 1; J: 1
CCOC(=O)NCc1ccccc1
  A: 2; B: 6; C: -0.3; D: 98; E: -2; F: -0.5; G: 0; H: 7; I: ·; J: 2
CCCC1(C(=O)O)NC(c2ccc(OC)cc2O)C2C(=O)N(c3ccc(OC)cc3)C(=O)C21 (stereo not given)
  A: -5; B: -8; C: 0.1; D: 105; E: -2; F: -0.4; G: -4; H: -2; I: ·; J: -3
Cc1csc(SCC(=O)NCCc2ccc(Cl)cc2)n1
  A: ·; B: -5; C: -2.6; D: 99; E: 1; F: 1.8; G: 6; H: -5; I: -2; J: -5
Cc1cccc(NC(=O)c2cc(Cl)sc2Cl)c1C
  A: -1; B: -5; C: -2.8; D: 95; E: 4; F: -1.7; G: -6; H: 1; I: -1; J: -3
Cc1c(C(=O)N2CCC2)oc2ccc(Br)cc12
  A: -14; B: -18; C: -4.2; D: 92; E: 2; F: -1.7; G: -10; H: 0; I: 7; J: 2
O=C(O)c1ccccc1SC1CC(=O)N(c2cccc3ccccc23)C1=O (stereo not given)
  A: -5; B: -2; C: -2.1; D: 100; E: -4; F: -1.3; G: 37; H: -3; I: ·; J: -2
CCNS(=O)(=O)c1ccc(CCC(=O)N2CCN(c3ccccc3)CC2)cc1
  A: ·; B: -11; C: 0.8; D: 115; E: -9; F: 0.0; G: 10; H: 3; I: -6; J: -1
CCN(C(=O)COC(=O)Cc1coc2cc(C)ccc12)c1c(N)n(Cc2ccccc2)c(=O)[nH]c1=O
  A: ·; B: 3; C: -0.9; D: ·; E: -6; F: -1.2; G: -6; H: 3; I: 1; J: 2
CCCc1cc(C(=O)Nc2cccc([N+](=O)[O-])c2)cs1
  A: -4; B: 4; C: -1.3; D: ·; E: 1; F: 0.9; G: 20; H: -1; I: -2; J: -6
CCOC(=O)c1ccccc1NC(=O)CSc1nccn1C
  A: -24; B: -12; C: 0.3; D: 102; E: -3; F: -0.5; G: 8; H: -1; I: 13; J: 3
O=c1ccc2ccc(Oc3ccc([N+](=O)[O-])cc3Cl)cc2o1
  A: 2; B: 10; C: -1.9; D: 101; E: -4; F: 2.0; G: 5; H: -4; I: -1; J: -3
c1ccc(CSc2nnc(NC3CCCCC3)s2)cc1
  A: ·; B: ·; C: ·; D: 102; E: ·; F: ·; G: ·; H: 0; I: -2; J: -2

4 of the compounds above, as labelled records.
> COc1ccc(CN2CCNC(=O)C2CC(=O)N2CCCO2)c(OC)c1 (stereo not given)
  CAL PDZ FP-1 = 3 | Cardiac RTF inh = -23 | CAL PDZ FP-2 = -1.1 | Pemphigus Ab inh = 97 | Keap1-Nrf2 PPI = -4 | C-LANA FP = 1.8 | Arrestin-AP2 inh = -3 | V-ATPase pHluor = -2 | NSD2 inh = 1 | DAGLB inh = -2

> CCOC(=O)c1ccccc1NC(=O)CSc1nccn1C
  CAL PDZ FP-1 = -24 | Cardiac RTF inh = -12 | CAL PDZ FP-2 = 0.3 | Pemphigus Ab inh = 102 | Keap1-Nrf2 PPI = -3 | C-LANA FP = -0.5 | Arrestin-AP2 inh = 8 | V-ATPase pHluor = -1 | NSD2 inh = 13 | DAGLB inh = 3

> Cc1csc(SCC(=O)NCCc2ccc(Cl)cc2)n1
  CAL PDZ FP-1 = · | Cardiac RTF inh = -5 | CAL PDZ FP-2 = -2.6 | Pemphigus Ab inh = 99 | Keap1-Nrf2 PPI = 1 | C-LANA FP = 1.8 | Arrestin-AP2 inh = 6 | V-ATPase pHluor = -5 | NSD2 inh = -2 | DAGLB inh = -5

> c1ccc(CSc2nnc(NC3CCCCC3)s2)cc1
  CAL PDZ FP-1 = · | Cardiac RTF inh = · | CAL PDZ FP-2 = · | Pemphigus Ab inh = 102 | Keap1-Nrf2 PPI = · | C-LANA FP = · | Arrestin-AP2 inh = · | V-ATPase pHluor = 0 | NSD2 inh = -2 | DAGLB inh = -2

Some of these compounds in order of the V-ATPase pHluor value, low to high:
| molecule | CAL PDZ FP-1 | CAL PDZ FP-2 | Pemphigus Ab inh | Keap1-Nrf2 PPI | C-LANA FP | Arrestin-AP2 inh | V-ATPase pHluor | NSD2 inh | DAGLB inh |
| --- | --- | --- | --- | --- | --- | --- | --- | --- | --- |
| CCCc1cc(C(=O)Nc2cccc([N+](=O)[O-])c2)cs1 | -4 | -1.3 | · | 1 | 0.9 | 20 | -1 | -2 | -6 |
| c1ccc(CSc2nnc(NC3CCCCC3)s2)cc1 | · | · | 102 | · | · | · | 0 | -2 | -2 |
| CCNS(=O)(=O)c1ccc(CCC(=O)N2CCN(c3ccccc3)CC2)cc1 | · | 0.8 | 115 | -9 | 0.0 | 10 | 3 | -6 | -1 |

Remaining list, next part
Key to letters: A = CAL PDZ FP-1; B = Cardiac RTF inh; C = CAL PDZ FP-2; D = Pemphigus Ab inh; E = Keap1-Nrf2 PPI; F = C-LANA FP; G = Arrestin-AP2 inh; H = V-ATPase pHluor; I = NSD2 inh; J = DAGLB inh
CO/N=C/c1ccc(Sc2ccccc2)c([N+](=O)[O-])c1
  A: -2; B: 6; C: 0.2; D: 103; E: -1; F: 4.6; G: -4; H: 2; I: 0; J: -8
COc1ccc(NC(=O)CN(C)C(=O)CSCC(=O)Nc2ccc(C)cc2)cc1
  A: -3; B: -7; C: 0.7; D: 117; E: 4; F: -1.8; G: -29; H: -1; I: 2; J: -7
O=C(/C=C/c1ccco1)Nc1cccc2cccnc12
  A: 1; B: -28; C: -3.0; D: 95; E: 4; F: 10; G: 18; H: 1; I: 4; J: 2
O=[N+]([O-])c1ccc(NC(=S)N2CCN(c3ccccn3)CC2)cc1
  A: -7; B: 2; C: 0.2; D: 112; E: -2; F: -1.8; G: -3; H: 1; I: 14; J: -1
Cc1ccc(Cl)cc1N1CCN(Cc2cc3c(cc2O)CCC3)CC1
  A: -2; B: -5; C: -1.3; D: 101; E: -3; F: -0.7; G: 22; H: -8; I: -3; J: -2
c1coc(CNc2nc3ccccc3s2)c1
  A: 23; B: -6; C: 0.2; D: 106; E: -7; F: 1.0; G: 7; H: 0; I: 9; J: -2
COc1cc(S(=O)(=O)Nc2ncccc2C)c(OC)cc1Cl
  A: 4; B: 4; C: -3.3; D: 108; E: -5; F: 2.6; G: 3; H: 3; I: 0; J: -2
Clc1ccc(OCCCN2CCCC2)cc1Cl
  A: -1; B: -5; C: -0.7; D: 106; E: -3; F: 1.7; G: -8; H: 0; I: 11; J: 0
CN1CCN(NC(=O)Nc2ccc(F)cc2)CC1
  A: 4; B: 1; C: -0.1; D: 99; E: -1; F: -0.3; G: -9; H: -5; I: ·; J: 3
Cc1ccc(C2/C(=C(/O)c3ccc(Br)cc3)C(=O)C(=O)N2Cc2ccco2)o1 (stereo not given)
  A: 7; B: -12; C: 0.9; D: 80; E: -6; F: 0.7; G: -3; H: 1; I: 22; J: 6

A portion of the library; the hit share may differ from the screen's.
